RMI-FANCM inh = RMI-FANCM interaction inhibition. FP signal (polarization) at 33 µM. 0.58% of 70,000 active. Fluorescence polarization, RMI core complex with F-MM2 peptide; active compounds read low; in the data active = FP signal below about 40; also: inactives centre near 61; strong numbers were not always called active; unit not given here
* marks the source's active call; other numbers are inactive results; & = joins results of further samples. An excerpt; count on the stated rates, not on these rows.

mol | RMI-FANCM inh
CCn1ccc(C(=O)Nc2nc3c(OC)ccc(Cl)c3s2)n1 | 69
O=C(Nc1ccccc1Oc1ccc(Cl)cc1Cl)c1cccs1 | 56
Cc1ccc(C)c(S(=O)(=O)Nc2ccc(C(=O)NCCc3ccccc3)cc2)c1 | 73
CCOC(=O)c1nn(-c2ccccc2)c(=O)c2c(NC(=O)C3CCCCC3)scc12 | 56
O=C1c2cccc3cccc(c23)C(=O)N1CCSc1nc2sc3c(c2c(=O)[nH]1)CCCC3 | 49
CCOc1ccccc1NC(=O)C(=O)NCCc1csc(-c2ccc(C(F)(F)F)cc2)n1 | 53
CC(=O)Nc1ccc(SCC(N)=O)nn1 | 67
O=C(Cn1nc2ccc(S(=O)(=O)c3ccccc3)nn2c1=O)Nc1ccc(F)c(F)c1 | 50
COCCn1ccc2c(OCC(=O)N3CCc4ccccc43)cccc2c1=O | 54
CCCOc1ccc(-c2csc(NC(=O)C3CCCN(S(C)(=O)=O)C3)n2)cc1 (centres undefined) | 90
COC(=O)c1ccc(C(=O)Nc2nc(-c3ccc4ccccc4c3)cs2)cc1 | 73
O=c1oc(C(c2ccccc2)c2ccccc2)nc2sc3c(c12)CCCC3 | 60
O=C(NCCS(=O)(=O)N1CCN(c2ccccn2)CC1)c1cnccn1 | 57
COc1ccc(-c2csc(N)n2)cc1C | 69
O=C(NCCN1CCN(c2ccccn2)CC1)c1cccs1 | 61
CSc1cccc(NC(=O)Cn2c(C)cc(C)c(S(=O)(=O)c3ccccc3)c2=O)c1 | 70
O=C(C1Nc2cc(C(F)(F)F)ccc2S(=O)(=O)N1)N1CCN(c2ccc([N+](=O)[O-])cc2)CC1 (centres undefined) | 63
Cc1cc(C)c(C#N)c(SCC(O)c2cccc([N+](=O)[O-])c2)n1 (centres undefined) | 43
O=C(Cc1cccs1)Nc1nnc(SCC(=O)Nc2cc(C(F)(F)F)ccc2Cl)s1 | 68
COc1cc(-c2ccc(SCC(=O)Nc3ccccc3C(F)(F)F)nn2)cc(OC)c1OC | 54
CC(=O)Nc1ccc(C(=O)NCCNC(=O)C2CC2)cc1 | 66
Cc1cc(C)n(C(=O)CCCCCCCCC(=O)n2nc(C)cc2C)n1 | 60
O=C(C1CC1)N1CCc2ccc(NS(=O)(=O)c3ccc4c(c3)CCCC4)cc21 | 53&70
Cc1ccc(C#N)c(Cl)n1 | 62
CCCN1C(=O)C(C)(C)COc2ccc(N)cc21 | 66
COc1ccc(NC(=O)CC(C)(C)CC(=O)O)cc1OC | 54
COc1nn(C)cc1C(=O)Nc1cc(C)ccc1C | 50
O=C1COc2cc(Cl)ccc2N1Cc1nc(-c2ccc(OCc3ccccc3)cc2)no1 | 91
Cn1c(=O)c2c(SCCN3CCCC3)nc(-c3ccccc3Cl)nc2n(C)c1=O | 96
COc1cc2ccc(=O)oc2cc1O | 44&37
CC(=O)c1ccc(NC(=O)Cn2c3ccccc3c3ncn(Cc4ccccc4)c(=O)c32)cc1 | 127
Cc1nnc2ccc(-c3cccc(NC(=O)c4cccc(C(F)(F)F)c4)c3)nn12 | 54
Cc1ccc(CNC(=O)C(=O)NCCCN2CCOC(c3ccccc3)C2)cc1 (centres undefined) | 57&75
O=C1CC(NS(=O)(=O)c2ccc3c(c2)OCCO3)CN1c1ccc(F)cc1 (centres undefined) | 53
Cc1ccc(/C=N\NS(=O)(=O)c2ccc(C)cc2)cc1 | 55
NC(=O)c1oc2ccccc2c1NC(=O)C1CCN(S(=O)(=O)c2ccc(F)cc2)CC1 | 53
O=C(O)c1cc2c(Cl)cc(Cl)cc2[nH]1 | 57
N#C/C(=C\c1ccc(C#N)cc1)c1nc2ccccc2s1 | 71
Cc1nnc2n1N=C(c1ccc(Br)cc1)CS2 | 54
CN(C)c1c(F)cc(C(=O)NC(=O)NCc2cccnc2)cc1F | 49
CCCCC1=NC2(CCCC2)C(=O)N1Cc1ccc(-c2ccccc2-c2nn[nH]n2)cc1 | 55&58
COc1ccc(CCNC(=O)Cn2cnc(-c3ccc(F)cc3)cc2=O)cc1 | 70
O=C(NCC1CN(c2ccc(Cl)c(Cl)c2)C(=O)O1)c1cccs1 (centres undefined) | 64
O=C(COc1ccccc1)NCCCn1nc(-c2cccnc2)ccc1=O | 68
O=C(CC1CCCCC1)NCCN1CCn2cc(OCc3ccccc3)c(=O)cc2C1=O | 62
O=C(COC(=O)c1cc2ccccc2cc1OC(=O)c1ccc(Cl)cc1)c1ccccc1 | 58
Cc1cc(=O)n2c(-c3cccc(NS(=O)(=O)c4ccc5ccccc5c4)c3)csc2n1 | 63
O=C(COc1ccc(Cl)cc1)Nc1ccc2c(c1)N(C(=O)c1cccs1)CC2 | 73
COc1nn(C)cc1C(=O)NCc1ccccc1Cl | 44
CSCCC(Nc1nc(-c2ccccc2)nc2c1oc1ccccc12)C(=O)O (centres undefined) | 62

Carrying on:
mol | RMI-FANCM inh
O=C(CSc1ccc(-c2ccc3c(c2)OCO3)nn1)NCc1ccco1 | 55
Cc1cc(C(=O)Nc2nc(-c3ccc4c(c3)OCO4)cs2)on1 | 64
C=CCN1C(=O)C(C)(C)COc2ccc(NC(=O)c3ccc(Cl)cc3)cc21 | 78
CCOc1ccccc1C(=O)NCCCn1nc(-c2ccco2)ccc1=O | 67
COc1cccc(-c2cc(C(=O)NC3CC3)c3c(C)nn(C4CCS(=O)(=O)C4)c3n2)c1 (centres undefined) | 75
O=C(CCCNS(=O)(=O)c1ccc(Cl)cc1)NCc1ccccc1 | 66
CC[n+]1c(-c2c(C)oc3cc(O)ccc3c2=O)csc1C | 57
O=C(Nc1nc(CC(=O)N2CCOCC2)cs1)c1ccccc1 | 58
CC(C)(C)c1cn2nc(C(F)(F)F)sc2n1 | 54
COc1ccc(S(=O)(=O)c2cnc(SCC(=O)Nc3ccc(F)cc3F)[nH]c2=O)cc1OC | 61
Cc1cc(C)c(NC(=O)/C(C#N)=C\c2cccs2)c(C)c1 | 61
S=c1nn[nH]n1C1CC2CC1C1C=CCC21 (centres undefined) | 58
O=[N+]([O-])c1cccnc1NCc1ccccc1 | 57
O=C(c1ccc(N2CCCCS2(=O)=O)cc1)N1CCN(C(=O)c2ccco2)CC1 | 58
O=S(=O)(NCC1CCN(Cc2cccs2)CC1)c1ccc(F)c(Cl)c1 | 78
O=S(=O)(CCN1CCSCC1)c1ccc(Cl)cc1 | 61
CCOc1ccc(-n2ccn3c(=O)n(CC(=O)Nc4ccc(Br)cc4)nc3c2=O)cc1 | 94
COc1ccc(OC)c(-c2ccc(SCC(=O)N3CCCCCC3)nn2)c1 | 53
Cc1nnc(-c2cc3ccccc3n2CC(N)=O)o1 | 58
O=C(Cn1cccn1)Nc1ccc(F)cc1 | 64
CNC(=O)n1nc(-c2ccc(Oc3ccccc3)cc2)cc1N1CCOCC1 | 53
CCOC(=O)c1sc(SC)c(-c2ccccc2)c1N | 56
O=C(N/N=C\c1ccc(Cl)cc1)c1cc(=O)nc2sccn12 | 57&53
CC(=O)Nc1ccc(C(=O)NCCNS(=O)(=O)c2ccc(C)s2)cc1 | 63
CCc1nc2sc(C(c3ccccc3F)N3CC(C)CC(C)C3)c(O)n2n1 (centres undefined) | 53
COC(=O)c1c(C)sc2cc(C(C)(C)C)sc12 | 55
Cc1ccc(Nc2nc3ccccc3nc2NS(=O)(=O)c2ccc([N+](=O)[O-])cc2)cc1 | 56
COC(=O)c1sccc1NC(=O)CC1C(=O)NCCN1C(=O)NS(=O)(=O)c1ccc(C)cc1 (centres undefined) | 52
O=C(NC1CCCC1)NC1CC(=O)N(c2ccc(Cl)cc2)C1 (centres undefined) | 58
Cc1cc(Br)ccc1OCC(=O)O/N=C(/N)c1ccncc1 | 60
O=S(=O)(Cc1ccc(Cl)cc1)c1ccc(N2CCN(Cc3ccc4c(c3)OCO4)CC2)nn1 | 80
Cn1c(=O)n(C)c2cc(S(=O)(=O)NCCO)ccc21 | 61
CCn1nc(-c2cccs2)cc1C(=O)Nc1ccccc1 | 59
C/C(=N/Nc1nnc(C(C)(C)C)c(=O)[nH]1)c1ccc(Br)cc1 | 61
COc1ccc(Cl)cc1NC(=O)c1ccc(=O)n(Cc2ccc(F)cc2)n1 | 63
CC(N)=NCCC[C@H](N)C(=O)O | 53
O=C(O)Cc1csc(Nc2ccc(OC(F)(F)F)cc2)n1 | 69
Cc1ccc(C)c(-c2nnc(NC(=O)C3CC(=O)N(c4ccc(F)cc4)C3)o2)c1 (centres undefined) | 63
Nn1c(SCC(=O)Nc2nccs2)nnc1C1CCCCC1 | 55
O=C(Nc1ccc(F)c(F)c1F)c1cnccn1 | 66
O=C(CCCSc1ccc(NC(=O)c2ccco2)nn1)NCc1ccncc1 | 61
Oc1ccccc1/C=N\Nc1cccc(C(F)(F)F)c1 | 54
O=S(=O)(CCN1CCN(c2ccccn2)CC1)c1ccc(Cl)cc1Cl | 46
CSC(=NC#N)N=c1nc(SC)n(C)n1C | 54
Cc1cc(N)n(-c2nc3c(cnn3-c3ccc(C)c(C)c3)c(=O)[nH]2)n1 | 66
CCC(=O)Nc1nc(C(=O)NC)cs1 | 66
NC(=O)CSc1ccc(NC(=O)c2ccccc2)nn1 | 65
CC(C)(C)OC(=O)N1CCCN(C(=S)Nc2ccc(Cl)cc2Cl)CC1 | 59
COc1ccc(Cl)cc1C(=O)Nc1cc(-c2cccs2)nn1-c1nc(C(C)C)cc(=O)[nH]1 | 88
C=CCN1C(=O)C(C)(C)COc2cc(NS(=O)(=O)c3ccccc3Cl)ccc21 | 64

6 structures already listed, sorted by heavy-atom count, lowest first.
mol | RMI-FANCM inh
CCC(=O)Nc1nc(C(=O)NC)cs1 | 66
CSC(=NC#N)N=c1nc(SC)n(C)n1C | 54
NC(=O)CSc1ccc(NC(=O)c2ccccc2)nn1 | 65
O=S(=O)(CCN1CCN(c2ccccn2)CC1)c1ccc(Cl)cc1Cl | 46
C=CCN1C(=O)C(C)(C)COc2cc(NS(=O)(=O)c3ccccc3Cl)ccc21 | 64
COc1ccc(Cl)cc1C(=O)Nc1cc(-c2cccs2)nn1-c1nc(C(C)C)cc(=O)[nH]1 | 88

Next compounds:
mol | RMI-FANCM inh
CCOC(=O)CCNC(=O)NCc1nnnn1-c1ccc(OC)cc1 | 58
C/C(=N/Nc1nc2c(c(=O)n(C)c(=O)n2C)n1Cc1ccccc1)c1ccc(Cl)cc1 | 62
Cc1ccc(C)c(-c2ccc(SCC(=O)Nc3cc(C)on3)nn2)c1 | 56
O=C(NCc1ccccc1)c1csc(Nc2ccccc2)n1 | 64
CN(C)S(=O)(=O)c1ccc(C(=O)Nc2ccc3c(c2)N(C(=O)C(C)(C)C)CC3)cc1 | 67
CC1=CCC23CC1C(=O)C=C2CC(C)(C)CC3=O (centres undefined) | 57
COc1ccccc1CNC(=O)CCc1csc(NC(=O)c2ccc(F)cc2)n1 | 71
O=C(CC1CCCCN1S(=O)(=O)c1cccs1)Nc1nccs1 (centres undefined) | 66
CCOc1ccc(S(=O)(=O)Nc2ccc3c(c2)C(=O)N(C)CCO3)cc1F | 63
O=C(c1cccs1)N(CCCn1ccnc1)c1nc2c(Cl)cccc2s1 | 52
Cc1noc(C)c1S(=O)(=O)N=S(C)(=O)c1ccc(Cl)cc1 (centres undefined) | 56
COc1ccc(Cl)cc1S(=O)(=O)NCC(c1ccc2c(c1)CCN2C)N(C)C (centres undefined) | 67
Cc1cc(NC(=O)C2CCCN2S(=O)(=O)c2ccc(F)cc2)n(C)n1 (centres undefined) | 68
CCCCC[C@H](O)/C=C/[C@H]1[C@H](O)CC(=O)[C@@H]1CCCCCCC(=O)O | 52&59
O=C(c1cc(Cl)ccc1Cl)N(CCn1cccn1)c1nc2c(F)cccc2s1 | 62
Cc1nc(-c2ccccc2)sc1C(=O)Nc1c(C)nc2sc(C)c(C)n2c1=O | 64
Cc1nc2ncccc2c(=O)n1-c1cccc(NC(=O)C2CC2)c1 | 58
O=C(Nc1ccc(-c2ccc3nnc(-c4ccccn4)n3n2)cc1)c1ccc2ccccc2n1 | 72
CC1(C)CC(=O)C(N=Nc2cccnc2)=C(O)C1 | 60
Cc1nc(NCc2ccco2)c2cc(-c3ccccc3)sc2n1 | 79
CCOC(=O)COc1cccc2c1CCN(Cc1ccccc1)C2=O | 59
O=C(O)CP(=O)(O)O | 58
O=C(NCc1ccccn1)c1csc(Nc2ccc(OC(F)F)cc2)n1 | 63
O=C(Cc1csc(SCc2ccc(Br)cc2)n1)N1CCN(c2ccccc2)CC1 | 89
COc1ccc([N+](=O)[O-])cc1NC(=O)c1cc2cc([N+](=O)[O-])ccc2s1 | 59
CC(=O)Nc1ccc2sccc2c1 | 61
O=C(Nc1cccc(Cl)c1)c1cc(F)cc2c1OCOC2 | 54
CN1C(=O)C(C)(C)COc2ccc(NC(=O)Cc3ccc(Cl)cc3)cc21 | 64
O=C(NC1CCCCC1)/C(=C\c1ccccc1)NC(=O)c1ccc(Cl)cc1Cl | 67
CSc1ncnc(SC)c1Br | 48

In a second layout: 3 of the compounds above
O=C(O)c1cc2c(Cl)cc(Cl)cc2[nH]1
  RMI-FANCM inh: 57

N#C/C(=C\c1ccc(C#N)cc1)c1nc2ccccc2s1
  RMI-FANCM inh: 71

Cc1nnc2n1N=C(c1ccc(Br)cc1)CS2
  RMI-FANCM inh: 54

Next results:
mol | RMI-FANCM inh
CN=C1SC(CC(=O)O)C(=O)N1C (centres undefined) | 54
Cc1n[nH]c(C)c1CCC(=O)O | 57
CCOC(=O)c1nc(-c2ccccc2)sc1C(=O)/C=C/N(C)C | 56
Cc1cc(S(=O)(=O)Oc2cccc3cccnc23)ccc1F | 60
